# Giardia killer = Giardia lamblia killing. Giardia lamblia trophozoite viability. activity change, % at 7.66 µM, hits read low. 340,000 compounds, 0.15% hits. AID 540267; in the data active = activity change below about -80%; inconclusive = between about -30% and that limit;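 note: parasites exposed to compound for two days anaerobically before the ATP read; % is set by controls: 0 for no effect and ±100 for the full control effect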
#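 Media and compound were dispensed first, then trophozoites at 100 cells/well; plates sat 48 hrs at 37 deg C without oxygen before ATP luminescence reagent was added and read after 15-30 min at room temperature.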
# NPC1 promoter act = NPC1 promoter activation; Huh7 NPC1 promoter luciferase reporter, 24 h; Potency, µM (series often up to 9.22 µM), inactives show at the top dose activation, usual class: activators; 320,000 compounds, 2.4% hits; AID 485313;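 note: potency is the fitted concentration of half-maximal effect; % of control where 0% means no effect; nearly all actives have a fitted effect of over 60% in size; reporter is driven by a mutant NPC1 promoter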
#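 Huh7 reporter cells (NPC1 promoter driving luciferase) are dosed with compound for 24 h at 37 °C, 5% CO2; luciferase detection reagent is then added and luminescence measured after 10 min at ambient temperature.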
# FLuc counter = counter-screen for miR-21 project: firefly luciferase inhibitors or activators. purified FLuc, Km substrates, luminescence inhibition. Potency, µM (highest dose often 57.5 µM), for inactives: top-dose activity change, negative = inhibition, hits mostly inhibitors. 360,000 compounds, 6.9% hits. AID 588342;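 note: potency is the fitted concentration of half-maximal effect; plate controls were vehicle for no effect and reference inhibitor for full effect; nearly all actives have a fitted effect of over 55% in size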
#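 Biochemical qHTS of compounds, final roughly 60 µM downward over six points, against 10 nM purified firefly luciferase using Km concentrations of substrates (10 uM D-luciferin, 10 uM ATP) in Tris acetate pH 7.5 buffer; luminescence output.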
# Rab9 promoter act = Rab9 promoter activation; Huh7 Rab9 promoter-luciferase reporter, luminescence, 24 h; Potency, µM (doses to about 9.22 µM), for the others: at the top dose activation, negative = inhibition, most hits filed as activators; 320,000 compounds, 2.8% hits; AID 485297; note: potency is the fitted concentration of half-maximal effect; % of control where 0% means no effect; nearly all actives have a fitted effect of over 60% in size
#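 Quantitative HTS format; Huh7 Rab9-luciferase reporter cells (1500/well) receive compound 2 h post-plating, incubate 24 h at 37 °C, then get luciferase reagent for 10 min before luminescence reading.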
# Menin-MLL TR inh = displaces Texas Red mutant MLL peptide from human menin. O00255. Menin + Texas Red MLL mutant peptide, fluorescence polarization. Potency, µM (series often up to 61.6 µM), without a hit: top-dose FP activity change, negative = inhibition, actives largely listed as inhibitors. 270,000 compounds, 0.23% hits. AID 1768; active = well fitted inhibition curve with a large enough effect in the polarisation, with a control signal flat, not every such curve was filed as active; inconclusive = small, poorly fitted or top-dose-only effect, or effect the other way, or a change in a side signal; inactive = no such curve, though single readings can be large or run the other way; the % refers to the polarisation; note: potency is the fitted concentration of half-maximal effect; % of control where 0% means no effect; many of its hits are not listed in these tables
# Target sequence (O00255 whole entry, looked up): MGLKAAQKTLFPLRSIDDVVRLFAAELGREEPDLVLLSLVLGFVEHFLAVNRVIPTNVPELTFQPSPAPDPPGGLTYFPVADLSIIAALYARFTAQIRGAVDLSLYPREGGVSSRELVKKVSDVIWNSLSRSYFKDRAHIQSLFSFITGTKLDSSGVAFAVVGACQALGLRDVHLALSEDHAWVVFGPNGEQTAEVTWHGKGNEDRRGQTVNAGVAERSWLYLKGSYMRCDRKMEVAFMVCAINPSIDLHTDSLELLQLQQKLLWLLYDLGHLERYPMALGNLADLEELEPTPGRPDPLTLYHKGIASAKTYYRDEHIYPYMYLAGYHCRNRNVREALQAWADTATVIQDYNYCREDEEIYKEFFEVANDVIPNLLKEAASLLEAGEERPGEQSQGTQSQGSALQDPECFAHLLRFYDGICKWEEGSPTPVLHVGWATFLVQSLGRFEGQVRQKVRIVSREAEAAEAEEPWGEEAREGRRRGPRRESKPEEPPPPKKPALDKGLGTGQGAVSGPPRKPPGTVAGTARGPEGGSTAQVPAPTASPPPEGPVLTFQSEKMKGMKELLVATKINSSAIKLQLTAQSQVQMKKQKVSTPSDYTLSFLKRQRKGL
# RORg inh = ROR gamma (mouse) transcription inhibition. P51450. Drosophila S2 Gal4-RORgamma UAS-luciferase reporter, 20 h. Potency, µM (top dose mostly 53.6 µM), for the others: at the highest dose activity change, negative = inhibition, hits mostly inhibitors. 310,000 compounds, 5.4% hits; note: potency is the fitted concentration of half-maximal effect; % is set by controls: 0 for no effect and ±100 for the full control effect; nearly all actives have a fitted effect of over 60% in size
#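 Luminescence from a UAS-regulated Photinus luciferase reporter in stably transfected Drosophila Schneider cells is measured; decreased signal marks ROR gamma inhibition. Fusion expression is induced by 700 uM copper sulfate for 20 hr.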
# ELG1 genotoxic = genotoxicity induction in ELG1-luciferase HEK293T cells | HEK293T ELG1-luciferase reporter, luminescence, 16 h | Potency, µM (top dose mostly 46 µM), inactives show at the highest dose activity change, positive = activation, hits mostly activators | 330,000 compounds, 1.3% hits | AID 504466; note: potency is the fitted concentration of half-maximal effect; % of control where 0% means no effect; nearly all actives have a fitted effect of over 60% in size
#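 Step 1: seed 2,000 HEK293T ELG1-luciferase cells per well. Step 2: add compound or DMSO, incubate 16 hr at 37 °C. Step 3: ONE-Glo, 30 min at room temperature, read luminescence.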
# PKM2 activator = increases activity of human pyruvate kinase M2 | P14618 | 260,000 compounds, 0.34% hits | AID 1631 | purified PKM2, Kinase-Glo ATP luminescence, activation; response scale: 0% is enzyme alone, no compound | Potency, µM (top dose mostly 57.5 µM), without a hit: top-dose activation, most hits filed as activators; note: potency is the fitted concentration of half-maximal effect; % is set by controls: 0 for no effect and ±100 for the full control effect; nearly all actives have a fitted effect of over 55% in size
#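 hPK-M2, >95% pure; 0.1 mM ADP / 0.5 mM PEP final; imidazole pH7.2 buffer w/ 7 mM MgCl2, 50 mM KCl; 1 h RT; Kinase-Glo lum. Intermediate enzyme activity for dual inhibitor/activator qHTS.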
# VP16 counter = counter-screen for ROR gamma inhibitors: Gal4-VP16 reporter; 310,000 compounds, 3.5% hits; AID 2546; Potency, µM (titrated, usually from 53.6 µM), for inactives: top-dose activity, negative = inhibition, usual class: inhibitors; Drosophila S2 Gal4-VP16 UAS-luciferase, luminescence, 20 h;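 note: Gal4-VP16 expression switched on by copper sulfate through the metallothionein promoter; potency is the fitted concentration of half-maximal effect; % is set by controls: 0 for no effect and ±100 for the full control effect; nearly all actives have a fitted effect of over 50% in size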
# p53 reactivation = restores transcriptional activity of mutant p53; Potency, µM (titrated, usually from 92.2 µM), for the others: top-dose activity change, positive = activation, most hits filed as activators; H1299 p53-A138V BP100-luciferase reporter, luminescence, 24 h; AID 504706; 320,000 compounds, 0.063% hits; note: potency is the fitted concentration of half-maximal effect; % of control where 0% means no effect; nearly all actives have a fitted effect of over 45% in size
#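 H1299 (p53-null), stable ts p53-A138V + BP100-Luc; 1000 cells/well, Opti-MEM/10% FBS; cpd 4 pt, 1:5; 24 h, 37 deg C, 5% CO2; detection reagent 10 min RT; luminescence.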
# BRCA1 expr act = activators of BRCA1 expression; MCF7-BRCA1-FFLuc reporter, luminescence, 48 h; response scale: scaled: vehicle 0%, 10 µM genistein 100%; Potency, µM (titrated, usually from 46.1 µM), inactives show at the top dose activation, actives largely listed as activators; 380,000 compounds, 1.1% hits; AID 624202; note: potency is the fitted concentration of half-maximal effect; nearly all actives have a fitted effect of over 80% in size; some results filed as inactive show a strong effect at the top dose
#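 MCF7-BRCA1-FFLuc, 2000 cells/well; 2 h attach, 37 °C/5% CO2; compound 48 h; luciferase substrate 15 min; luminescence end-point. Norm. to genistein 10 microM max activation and DMSO; concentration-response curves fitted.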
# Active calls of the source: *; ? = inconclusive; . = not tested or not shown; [ ] = remark or other dose. Unless noted, calls come from the whole dose curve; as a rule, active = well fitted curve in the direction sought with a large enough effect; inconclusive = small, poorly fitted or top-dose-only effect, or another doubt; inactive = no such curve, though single readings can be large; an effect the other way counts as inactive or inconclusive. Only part of the results is shown; the hit share may differ from the screen's.
SMILES,Giardia killer,NPC1 promoter act,FLuc counter,Rab9 promoter act,Menin-MLL TR inh,RORg inh,ELG1 genotoxic,PKM2 activator,VP16 counter,p53 reactivation,BRCA1 expr act
NC(=O)C1c2ccccc2CSc2ccccc21 (configuration not stated),27,1%,5%,-6%,10%,-7%,0%,0%,1%,8%,-27%
CC(C)c1cc(=O)n2c(nc3ccccc32)[nH]1,5,4%,?,5%,-11%,20%,18%,-2%,-12%,-30%,54%
O=C(NCc1nc2ccccc2[nH]1)C1=C[C@H](c2ccc3c(c2)OCO3)C[C@H](OCCCCO)O1,-2,-2%,1%,-3%,2%,-1%,3%,2%,-20%,-1%,-6%
CCCCC(C(=O)NC1CCCC1)N(Cc1ccccc1)C(=O)c1snc(C(N)=O)c1N (configuration not stated),-24,0%,1%,-2%,-3%,31%,-6%,.,14%,-3%,-31%
COc1cccc(NC(=S)N(CCc2ccc(OC)c(OC)c2)Cc2ccccn2)c1,-2,-5%,-2%,-2%,6%,?,-3%,-2%,18%,-3%,7%
Cc1ccc(OCC(O)CN2C(=O)NC(C)(C)C2=O)c(C)c1 (configuration not stated),-9,-2%,1%,-3%,-14%,7%,2%,2%,-12%,11%,9%
Cc1ccc(NC(=O)CCc2nnc3ccc(NCc4ccco4)nn23)cc1,-11,-2%,-9%,0%,?,0%,1%[9.26 µM],.,2%,13%,0%
COc1ccc(N2CCN(Cc3cc(=O)oc4cc(C)c(Cl)c(C)c34)CC2)cc1,-4,-1%,7%,-2%,-6%,-43%,0%,10%,3%,7%,11%
O=[N+]([O-])c1cc(/C=N/O)ccc1N1CCCC1,22,0%,-5%,2%,20%,-10%,-10%,-2%,6%,1%,2%
O=C(NCc1n[nH]c(=S)n1-c1ccc([N+](=O)[O-])cc1)c1ccc(S(=O)(=O)N2CCOCC2)cc1,1,0%,2%,-4%,-12%,-5%,-1%,-13%,3%,-3%,4%
O=C(NNC(=O)c1cc2ccccc2o1)c1ccc(Cl)cc1,-5,1%,2%,1%,.,-2%,1%,-1%,1%,-1%,-1%
CCOC(=O)C1CCN(C(=O)CC(NS(=O)(=O)c2ccc(OC)cc2)C(C)C)CC1 (configuration not stated),10,1%,0%,-1%,-7%,-35%,0%,-4%,-1%,6%,-23%
COc1ccc(C(=O)NC2CCN(C(=O)NC3CCCCC3)CC2)cc1,4,1%,7%,-4%,12%,-13%,3%,-1%,-13%,-5%,0%
FC(F)(F)c1ccc(Oc2ccc3cc(Br)ccc3c2)nc1,-15,0%,-1%,1%,-2%,-3%,2%,6%,?,19%,65%
COc1ccc(C(=O)N2CCN(c3ccccc3OC)CC2)cc1,-3,-6%,5%,2%,-8%,-1%,-3%,16%,2%,0%,13%
COc1cccc(-c2ccc(SCC(=O)NC3CCCC3)nn2)c1,30,0%,-24%,7%,.,2%,4%,-1%,9%,-4%,-3%
CSc1nc(C)cc(Oc2ccc(=O)n(C)n2)n1,1,-1%,2%,1%,54%[activator],28%,13%,-2%,3%,-1%,-1%
Cc1cc(C(=O)Nc2ccc(C#N)cc2)on1,0,1%,6%,-1%,-2%,28%,6%,.,6%,4%,-1%
Cn1c2ccccc2c2c(C(=O)O)cn(C3CCCC3)c(=O)c21,13,1%,-9%,-5%,10%,-18%,-1%,-7%,?,2%,-13%
CCOc1ccc(NC(=O)CN(C)C(=O)c2c(C)nn(-c3ccccc3)c2Cl)cc1OCC,-3,-4%,-2%,-1%,.,.,0%,.,.,-8%,-9%
Cc1c(C(Nc2ccccn2)c2ccccc2)c(=O)n(-c2ccccc2)n1C (configuration not stated),-1,-5%,1%,-2%,-7%,?,0%,1%,-1%,-7%,-16%
O=C(NCc1cccnc1)c1ccc(Br)s1,-4,3%,1%,-5%,.,-5%,0%,-1%,3%,-2%,-5%
OC(COCC(F)(F)C(F)(F)C(F)(F)C(F)F)Cn1c2ccc(Cl)cc2c2cc(Cl)ccc21 (configuration not stated),-29,-3%,8%,-5%,?,?,-7%,9%,?,-34%[inhibitor],-100%[inhibitor]
CCOc1ccc(C(=S)N2CCN(C)CC2)cc1,?,-3%,0%,1%,-12%,-4%,1%,-18%,?,2%,15%
COc1ccc(Br)cc1CNCC1CCCO1 (configuration not stated),18,5%,-5%,6%,-26%,-10%[1.91 µM],-6%,0%,-9%,26%,-12%
Cc1cc(NC(=NC2CC2)c2ccccc2)n(-c2ccccc2)n1,15,-6%,-1%,-1%,0%,-35%,-1%,2%,-19%,-3%,-2%
COc1ccc(C(=O)NCC(c2ccco2)N2CCc3ccccc3C2)cc1 (configuration not stated),2,-1%,-7%,-2%,.,.,1%,.,.,-7%,-23%
CCO[C@@H]1OC(C(=O)N2CCN(Cc3ccccc3)CC2)=C[C@H](c2ccc(C(F)(F)F)cc2)[C@H]1CCCO,?,-5%,-1%,2%,?,?,-10%,-2%,2%,-2%,-35%
Cc1scc(C(=O)N/N=C/c2ccc(OCC(C)C)cc2)c1C,5,8%,?,2%,-2%,11µM*,-11%,-1%,?,-8%,1%
CC(C)(C)NC(=O)C(c1ccco1)N(C(=O)c1ccc(CN2CCOCC2)o1)c1ccccc1 (configuration not stated),-27,-1%,1%,8%,-1%,24%,-1%,-3%,11%,-1%,0%
O=C(CN1CCN(CC(=O)Nc2ccccc2F)CC1)Nc1cccc(F)c1,-21,-3%,-1%,-1%,19%,-1%,-1%,.,9%,6%,-2%
CCn1c2ccccc2c2cc(N=C3SC(CC(=O)Nc4ccccc4)C(=O)N3C)ccc21 (configuration not stated),-1,0%,-1%,0%,.,2%,1%,-4%,-6%,-3%,-30%
Clc1nssc1=Nc1ccc(Br)cc1,-11,4%,24µM*,-2%,-11%,?,-6%,-23%,?,10%,-25%
Cc1nn(-c2ccccc2)c(N)c1C(c1ccc(C(C)C)cc1)c1c(C)nn(-c2ccccc2)c1N,4,-1%,4%,-1%,-25%,22%[10 µM],-9%,4%,-5%,2%,-20%
Cc1ccccc1Cn1c(NC2CCCC2)nc2c1c(=O)[nH]c(=O)n2C,5,-6%,-1%,-1%,-10%,.,4%,2%,.,.,-25%
S=c1[nH]nc(C2CCCCC2)n1/N=C/C(Cl)=C\c1ccccc1,18,-5%,4%,1%,0%,2µM*,-1%,9%,5.6µM*,?,-7%
CCOc1ccc(N2C(=O)/C(=C\c3ccc(O)c(OC)c3)S(=O)(=O)C2c2cccc([N+](=O)[O-])c2)cc1 (configuration not stated),-8,0%,-17%,-3%,?,37%,-2%,4%,-11%,6%,-7%
CCOC(=O)c1c(C)n(C)c2ccc(OC)c(NS(=O)(=O)c3ccc(Cl)s3)c12,14,-7%,6%,0%,20%,-26%,0%,1%,-10%,-3%,-54%
COc1ccc(O)c(/C=N/NC(=O)c2cc(=O)[nH]c3ccccc23)c1,5,0%,0%,-14%,.,-44%,?,4%,-7%,8%,-26%
COc1ccc(NC(=O)CC2C(=O)N(c3ccc(Cl)cc3)C(=S)N2CCc2ccccn2)cc1 (configuration not stated),4,0%,-1%,0%,?,17%,-1%,-10%,?,?,-24%
COc1c(C)cccc1C(=O)Nc1ccc(CN2CCCCC2)cc1,8,17%,?,30%,-8%,5%,9%,2%,5%,12%,15%[1.84 µM]
CCOC(=O)CC1C(=O)NCCN1C1CCCC1 (configuration not stated),-1,-2%,1%,-5%,0%,-4%,0%,3%,-3%,4%,-2%
N#Cc1ccc(CSCC(=O)O)cc1,-13,-2%,2%,-5%,2%,-9%,4%,0%,-3%,3%,-9%
CC(c1ccccc1)N1CC(C(=O)NC2CCCC2)CC1=O (configuration not stated),13,-3%,0%,0%,-2%,-2%,0%,-2%,-1%,7%,1%
COc1cc2nc(SCC(N)=O)n(CCC3=CCCCC3)c(=O)c2cc1OC,21,-3%,0%,1%,4%,-25%,?,-3%,1%,-7%,-42%
OCC[C@H]1C[C@@H](O)[C@H](O)[C@@]2(CCc3ccccc3CO2)O1,-6,3%,5%,0%,.,.,-2%,.,.,-4%,16%
CN(Cc1ccc(F)cc1)C(=O)c1cccc(S(=O)(=O)N2CCN(Cc3ccccc3)CC2)c1,-3,0%,2%,-18%,.,.,-1%,.,.,-5%,-38%
